Assay outcomes deposited in PubChem by several laboratories.
hK5 inh – kallikrein 5 (human) inhibition. Q9Y337. recombinant hK5, fluorogenic AMC substrate cleavage. inhibition, % at 5 µM. 210,000 compounds, 0.59% hits. AID 873;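 active = inhibition of 40% or more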;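 also: 0% = enzyme controls without compound and 100% = no-enzyme blanks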
Hck-Nef inh – human Hck-Nef kinase inhibition | Recombinant Hck-YEEI plus Nef, Z-Lyte FRET kinase assay | inhibition, % at 20 µM | 220,000 compounds, 0.68% hits | AID 463187;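 active = Hck-Nef kinase inhibition above about 50%, limit read from the data; inactive = inhibition below that limit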;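 also: 0% = DMSO with Hck plus Nef and 100% = Hck alone without Nef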
Target sequence (P08631 whole entry, looked up): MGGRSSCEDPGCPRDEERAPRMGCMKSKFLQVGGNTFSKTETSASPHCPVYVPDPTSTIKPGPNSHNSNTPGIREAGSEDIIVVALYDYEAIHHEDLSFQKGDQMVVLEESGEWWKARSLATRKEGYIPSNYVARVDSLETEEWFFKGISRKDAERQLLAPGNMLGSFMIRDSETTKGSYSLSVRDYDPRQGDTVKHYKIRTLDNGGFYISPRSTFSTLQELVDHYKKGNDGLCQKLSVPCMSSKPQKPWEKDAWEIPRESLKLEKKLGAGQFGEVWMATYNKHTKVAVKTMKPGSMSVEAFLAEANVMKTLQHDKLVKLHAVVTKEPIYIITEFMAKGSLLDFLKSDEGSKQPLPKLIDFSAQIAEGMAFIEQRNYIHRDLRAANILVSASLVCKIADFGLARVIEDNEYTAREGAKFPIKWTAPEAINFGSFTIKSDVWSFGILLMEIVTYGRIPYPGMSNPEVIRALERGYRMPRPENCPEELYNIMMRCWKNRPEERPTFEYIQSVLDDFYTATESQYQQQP
Cl transport mod – modulates chloride dependent transport by human KCC2; KCC2 cells, thallium flux FluoZin-2 fluorescence; B-score of Tl+ flux slope (higher = more flux/activation; lower = inhibition) at 10 µM; 190,000 compounds, 2.2% hits; AID 1456;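 active = thallium flux slope and its plate-corrected score both differing from the plate sample mean at a set confidence after two filtering rounds, in either direction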;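 also: slope of fluorescence scaled to starting intensity during 10 to 20 s after thallium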
TNF necrop inh – TNF-alpha cell death inhibition in Jurkat FADD-/- cells; 220,000 compounds, 0.068% hits; Jurkat FADD-/- TNF necroptosis rescue, ATP luminescence, 24 h; 0 = TNF only, 100 = no-TNF cells; activation (protection from cell death), % at 10 µM;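 active = activation, meaning protection from cell death, of at least 50% relative to plate controls; inactive = activation below 50%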;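 also: necroptosis triggered by 40 ng/mL TNF-alpha added together with compound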
Rad51 HR inh – blocks human Rad51 in homologous recombination; 200,000 compounds, 0.085% hits; Q06609; hRad51 DNA strand exchange, fluorescence dequenching; AID 1385; inhibition, % at 10 µM;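 active = inhibition above 40% at the single screening dose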;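 also: 0% = DMSO control wells and 100% = blanks with heterologous ssDNA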
Target sequence (Q06609 whole entry, looked up): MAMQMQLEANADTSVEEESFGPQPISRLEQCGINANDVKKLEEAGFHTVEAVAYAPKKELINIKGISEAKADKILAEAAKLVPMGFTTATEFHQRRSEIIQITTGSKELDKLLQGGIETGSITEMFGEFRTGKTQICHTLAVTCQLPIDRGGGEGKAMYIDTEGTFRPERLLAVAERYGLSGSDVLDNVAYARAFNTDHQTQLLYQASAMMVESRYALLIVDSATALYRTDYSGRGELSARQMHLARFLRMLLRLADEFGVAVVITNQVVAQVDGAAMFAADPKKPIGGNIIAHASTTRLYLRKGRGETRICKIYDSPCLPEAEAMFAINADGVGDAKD
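Test system: preformed human Rad51 ssDNA filaments. Compound dosing: single dose, 10 µM final compound. Incubation: filaments 15 min 37 °C, then compound 30 min. Technique: FRET fluorescence dequenching, excitation 485 nm, emission 520 nm. Read-out basis: percent inhibition from fluorescence, normalised to plate control and blank means. Benchmarks: plate controls and plate blanks.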
FXIIa inh – inhibitors of human coagulation factor XIIa; P00748; purified FXIIa, Boc-QGR-AMC fluorogenic substrate, 2 h; inhibition, % at 5 µM; 220,000 compounds, 0.3% hits; AID 800; in the data active = inhibition above about 40%;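 also: 0% = enzyme with no compound and 100% = blank without enzyme; many of its hits are not listed in these tables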
FXIa inh 1536 – factor XIa (human) inhibition; purified FXIa, Boc-Glu-Ala-Arg-AMC fluorogenic substrate; 220,000 compounds, 0.14% hits; AID 798; inhibition, % at 5 µM;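 active = inhibition of at least 40%; inactive = inhibition below 40%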;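 also: fluorescence of freed AMC excited at 355 nm; 0% = enzyme without compound and 100% = no enzyme blank; many of its hits are not listed in these tables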
Thrombin inh – blocks human thrombin protease activity | P00734 | alpha-thrombin, Boc-VPR-AMC fluorogenic substrate cleavage | inhibition, % at 5 µM | 220,000 compounds, 0.26% hits | AID 1046;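 active = inhibition at or above 40%; inactive = inhibition below 40%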;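 also: 0% = enzyme with no compound and 100% = wells without enzyme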
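Material: human alpha-thrombin protein. Incubation: reaction at ambient temperature. Technique: fluorescence of released AMC, ex 355 nm, em 460 nm. Control set: no-compound enzyme wells and no-enzyme blanks. Also added: Boc-VPR-AMC substrate, 15 µM final. Buffer or medium: pH 7.5 Tris (50 mM) with NaCl 150 mM, Tween 20 0.05%.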
L929 necroptosis – L929 zVAD cell death inhibition; L929 zVAD necroptosis rescue, ATP luminescence, 24 h; with zVAD 60 µM; AID 1377; viability rescue, % at 10 µM; 220,000 compounds, 0.38% hits;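 active = activation, scaled between plate controls, above about 75%, limit read from the data; inactive = activation under that limit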;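 also: 0% = zVAD with DMSO and 100% = DMSO alone without zVAD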
* marks the source's active call; other numbers are inactive results; . = not tested or not shown. Some of the compounds tested. The share of hits here may be higher or lower than overall.

Molecule | Rad51 HR inh | Thrombin inh | Cl transport mod | TNF necrop inh | FXIIa inh | FXIa inh 1536 | Hck-Nef inh | L929 necroptosis | hK5 inh
c1ccc(C[n+]2cccc3c4ccccc4ccc32)cc1 | -5 | -5 | -0.54 | -9.7 | 7 | 10 | 6 | 0.0 | -4
COc1ccc(-n2nc([N+](=O)[O-])c(=NCCc3cccc(C)c3)n2O)cc1 | 3 | -8 | 0.54 | 0.7 | 5 | -1 | 20 | 2.9 | 8
Cc1ccccc1C(=O)NCCc1nnc(SCC(=O)Nc2nc(-c3ccccc3)cs2)n1C | 7 | 1 | 2.2 | 1.3 | 23 | 18 | 0 | 0.2 | -7
COc1cc(C(=S)N2CCN(c3cccc(Cl)c3)CC2)ccc1O | . | -4 | -0.46 | -3.6 | 3 | -1 | 22 | 1.9 | .
O=C(/C=C/c1ccccc1)C1=C(O)C(=O)N(CCO)C1c1cccc([N+](=O)[O-])c1 (stereo not drawn) | . | -10 | 0.33 | 4.5 | 3 | -3 | -13 | 0.9 | -4
COc1cc(N=C(N)N=C(N)N)cc(OC)c1 | 7 | 1 | 0.22 | -0.3 | -1 | -3 | 8 | 0.6 | -15
CC(C)NC(=O)COC(=O)/C=C/c1ccco1 | 8 | -5 | 0.084 | 2.3 | 6 | 4 | 0 | 1.0 | -16
NC(=O)CCn1c2ccccc2c2ccccc21 | -22 | -3 | 0.36 | 0.1 | 3 | 0 | 3 | 0.2 | -5
N=C(N)N1CCc2ccccc2C1 | . | . | 0.052 | 0.2 | 3 | 27 | -8 | 2.4 | -3
Cc1ccc(C(C(=O)NC2CCCCC2)N(C(=O)c2csnn2)C2CCCC2)o1 (stereo not drawn) | -4 | 0 | . | -1.9 | -14 | -5 | 0 | 0.2 | 7
O=C(N/N=C/c1ccco1)c1ccn[nH]1 | 5 | -3 | . | 1.0 | 1 | -4 | 20 | 1.0 | 1
COc1ccc(C(C)C)cc1S(=O)(=O)N1CC(C)OC(C)C1 (stereo not drawn) | . | 1 | . | -0.1 | 4 | 0 | -1 | 0.1 | .
CC(=O)N[C@@H](Cc1c[nH]c2ccccc12)C(=O)OCC(=O)Nc1ccc(S(=O)(=O)N(C)C)cc1 | 13 | -3 | 0.34 | 0.5 | 9 | 9 | 21 | 4.7 | -7
COc1ccc(CCNC(=O)CC2Nc3ccccc3NC2=O)cc1 (stereo not drawn) | -3 | -4 | -0.49 | -1.4 | -3 | -9 | 6 | -0.1 | -29
Cc1ccccc1-c1nc(SCc2cccnc2)c2c(=O)n(C)c(=O)n(C)c2n1 | 1 | -28 | -0.049 | -0.5 | 3 | -8 | 21 | -1.2 | -8
Nc1c(-c2ccccc2)c(CSc2nc3ccccc3[nH]2)nn1-c1ccc(Cl)cc1 | 20 | 17 | -0.31 | 4.3 | 33 | 14 | -1 | 0.4 | 62*
Cc1ccc2c(c1)/C(=C/c1ccco1)C(=O)N2 | 2 | 8 | -0.12 | -1.0 | 10 | 3 | 50 | 73 | -1
CCCCC(=O)Nc1cccc(NC(=O)c2ccc3c(c2)OCO3)c1 | 5 | -7 | 0.56 | 1.1 | 8 | -14 | 6 | 0.0 | -6
Cc1ccc(C)c(S(=O)(=O)NCc2ccc(C(=O)N3CCN(C)CC3)cc2)c1 | -8 | 1 | . | -1.7 | 12 | 6 | 1 | 0.0 | 1
O=c1c2ccccc2oc2ncccc12 | -7 | -3 | . | -0.6 | 15 | 7 | 1 | 0.4 | -27
COc1ccc(NC(=O)CCNS(=O)(=O)c2ccc3c(c2)c(=O)n(C)c(=O)n3C)cc1OC | 13 | 1 | 0.92 | 0.7 | 11 | 4 | 22 | 1.9 | -2
Cc1ccc(-c2ccc(C3C(C#N)=C(N)Oc4n[nH]c(C)c43)o2)cc1 (stereo not drawn) | -7 | 0 | 0.037 | -3.7 | 4 | -3 | 1 | 0.2 | 0
COC(=O)CNC(=O)COC(=O)C(Cc1ccccc1)NC(=O)c1ccco1 (stereo not drawn) | 5 | 2 | -0.018 | 0.2 | 17 | 6 | 1 | -0.3 | -4
Nc1c(Cl)ncnc1NCCc1ccc(O)cc1 | -5 | -5 | 0.29 | -17 | 3 | -4 | 7 | -0.2 | -4
NNC(=O)CNC(=O)c1ccc(F)cc1 | . | 1 | -0.82 | 1.3 | 7 | 5 | 1 | 1.2 | -8
COc1ccccc1C(=O)O/N=C(\N)c1ccccn1 | 18 | -4 | -0.075 | -0.7 | -2 | -1 | 21 | 1.6 | -3
CCOC(=O)C1CCN(C(=O)CN(Cc2ccc(Cl)cc2)S(C)(=O)=O)CC1 | -12 | 1 | 0.19 | -1.4 | 0 | -8 | 1 | 0.0 | -2
CCOc1ccccc1NC(=O)c1cc(Cl)ccc1NC(=O)c1ccco1 | 2 | -2 | 0.25 | -1.3 | 6 | -4 | -1 | -0.4 | 1
COc1ccc(CNN2CCCCC2C(=O)Nc2ccc(OC)c(OCC(C)C)c2)cc1OC (stereo not drawn) | 11 | -1 | 0.025 | 1.0 | 7 | 0 | 24 | -0.6 | -1
CCOC(=O)Cn1nc(-c2ccc(Cl)cc2)ccc1=O | -4 | -20 | -0.74 | -0.4 | -2 | 3 | 2 | -0.1 | 3

(continued)
Molecule | Rad51 HR inh | Thrombin inh | Cl transport mod | TNF necrop inh | FXIIa inh | FXIa inh 1536 | Hck-Nef inh | L929 necroptosis | hK5 inh
O=C(COc1ccccc1-c1ccccc1)N/N=C/c1ccccn1 | 9 | -5 | -1.6 | -3.9 | 1 | -6 | 11 | 4.2 | -9
Cc1cc(Cl)ccc1OCCn1cncn1 | -9 | 1 | -0.012 | 0.9 | -4 | 8 | -12 | 0.0 | -13
CC(=O)c1ccc2noc(-c3ccc(Cl)cc3)c2c1 | -7 | -10 | -0.13 | 1.9 | 1 | -5 | 10 | 3.2 | -14
Cc1ccc2oc(-c3cccc(NC(=O)c4cc(-n5cnnc5)ccc4Cl)c3)nc2c1 | 3 | -3 | 0.33 | -2.7 | 8 | 0 | -1 | -0.2 | -6
CC1CCN(S(=O)(=O)N2CCC(C(=O)N3CCC(N(C)CC4CCCO4)CC3)CC2)CC1 (stereo not drawn) | -6 | 7 | 0.46 | -0.9 | 9 | -1 | 1 | -0.1 | -7
COc1ccc(C(=O)NC(=S)Nc2cccc(S(=O)(=O)N3CCOCC3)c2)cc1 | 2 | -1 | 0.8 | -3.8 | 6 | 0 | 20 | 0.7 | 0
CC(=O)Nc1ccc(C(=O)NNC(=O)c2cccs2)cc1 | -3 | -5 | -0.44 | 0.9 | 22 | 17 | 9 | 0.2 | -17
CCn1c(-c2ccccc2)csc1=Nc1ccc(S(=O)(=O)O)cc1 | 2 | -9 | 0.87 | 2.4 | 10 | 6 | 7 | 1.3 | -19
COC(=O)c1cccc(Oc2cccc(Cl)n2)c1 | -2 | -9 | -1.5 | 0.2 | 7 | -4 | 9 | 0.9 | -2
Cc1cc(NCc2ccccc2)n2ncnc2n1 | 6 | -1 | . | -1.9 | 8 | -4 | 19 | 24 | 1
O=C(Nc1ccccn1)c1cccc(S(=O)(=O)N2CCCCC2)c1 | -9 | 3 | 0.73 | 0.4 | 9 | 7 | -1 | 0.4 | -17
N#Cc1c(NC(=O)CSc2nc3ccccc3s2)sc2c1CCCC2 | -4 | -2 | -0.059 | 1.3 | 9 | 4 | 0 | 0.1 | -20
Cc1nc(CSc2n[nH]c(=O)n2-c2cccc(F)c2)cs1 | 16 | -2 | . | 0.9 | 6 | 13 | 8 | 0.8 | 0
Cc1cccc(Cn2c(N3CCc4ccccc4C3)nc3c2c(=O)[nH]c(=O)n3C)c1 | -2 | -8 | . | -0.1 | 9 | -6 | -1 | 1.2 | -4
Cc1cc(C)nc(Nc2nc3ccccc3[nH]2)n1 | -2 | -12 | 0.59 | -0.9 | -4 | -8 | 0 | -0.2 | -18
O=C(Cn1cnc2c(cnn2-c2ccc(Cl)cc2)c1=O)NCCc1ccccc1 | 3 | -3 | -0.079 | -0.2 | 2 | -3 | 0 | 0.0 | -4
Cn1c(=O)cc(OCCCC(=O)Nc2ccccn2)c2ccccc21 | -7 | 1 | . | 5.7 | 20 | 1 | 1 | 89* | -7
COc1ccc(C(CC(=O)c2ccc(O)cc2)S(=O)(=O)c2ccc(C)cc2)cc1 (stereo not drawn) | 0 | -1 | . | -9.9 | 7 | -5 | 3 | -0.3 | 1
Cc1ccc(-n2c(Cc3cccn3C)nnc2SCC(=O)NC2CCCCC2)cc1 | -4 | 1 | . | 0.0 | 24 | 20 | -1 | 0.3 | -12
O=C(O)CCc1ccc(-c2ccc(Cl)cc2)n1Cc1ccco1 | 2 | -8 | -0.053 | -0.6 | 12 | -1 | -6 | -0.4 | -13
Nc1ccc(CN2CCCCCC2)cc1 | -1 | 0 | -0.044 | -1.0 | 14 | 3 | 7 | -0.6 | 1
CCCn1nnc(NC(=O)c2ccc(-c3ccccc3)cc2)n1 | -5 | -3 | -2.3 | -1.1 | 10 | -8 | 1 | -0.1 | 11
Cn1cnnc1SCC(=O)Nc1ccc(OC(F)F)cc1 | 0 | -3 | 0.67 | -0.5 | 11 | -5 | -8 | 0.2 | -1
COc1cc(S(=O)(=O)N2CCN(C)CC2)c(OC)cc1Br | 14 | 1 | . | 0.9 | -2 | -2 | -1 | 2.7 | -4

In the list so far, 7 have an aryl thioether with sulfur outside any ring.
Molecule | Rad51 HR inh | Thrombin inh | Cl transport mod | TNF necrop inh | FXIIa inh | FXIa inh 1536 | Hck-Nef inh | L929 necroptosis | hK5 inh
Cc1ccccc1C(=O)NCCc1nnc(SCC(=O)Nc2nc(-c3ccccc3)cs2)n1C | 7 | 1 | 2.2 | 1.3 | 23 | 18 | 0 | 0.2 | -7
Cc1ccccc1-c1nc(SCc2cccnc2)c2c(=O)n(C)c(=O)n(C)c2n1 | 1 | -28 | -0.049 | -0.5 | 3 | -8 | 21 | -1.2 | -8
Nc1c(-c2ccccc2)c(CSc2nc3ccccc3[nH]2)nn1-c1ccc(Cl)cc1 | 20 | 17 | -0.31 | 4.3 | 33 | 14 | -1 | 0.4 | 62*
N#Cc1c(NC(=O)CSc2nc3ccccc3s2)sc2c1CCCC2 | -4 | -2 | -0.059 | 1.3 | 9 | 4 | 0 | 0.1 | -20
Cc1nc(CSc2n[nH]c(=O)n2-c2cccc(F)c2)cs1 | 16 | -2 | . | 0.9 | 6 | 13 | 8 | 0.8 | 0
Cc1ccc(-n2c(Cc3cccn3C)nnc2SCC(=O)NC2CCCCC2)cc1 | -4 | 1 | . | 0.0 | 24 | 20 | -1 | 0.3 | -12
Cn1cnnc1SCC(=O)Nc1ccc(OC(F)F)cc1 | 0 | -3 | 0.67 | -0.5 | 11 | -5 | -8 | 0.2 | -1
